Screening data deposited in PubChem by several laboratories.
MOR-DOR inv ag = inverse agonists of MOR-DOR heterodimerization, primary screen, cell-based, luminescence; Mu-type opioid receptor (Homo sapiens) + Delta-type opioid receptor (Homo sapiens), …; cell-based MOR-DOR heterodimer luminescence, inverse agonism; inhibition, % at 9.3 µM; hit rate 0.21% among 340,000; in the data active means inhibition above about 22%, passing the limit was not always enough;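 further: 0% = cells with DMSO and 100% = wells without cells with DMSO; values of inactives mirror those of a sister screen read the other way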
HTR5A ag = HTR5A agonists in luminescence cell assay, primary screen, counter-screen for OPRM1-OPRD1 heterodimer agonist project, full-deck HTS | 5-hydroxytryptamine receptor 5A (Homo sapiens), P47898 | cell-based | hit rate 0.61% among 340,000 | AID 504692, 2011 | activation, % at 9.3 µM; in the data active means activation mostly above about 9.5%, no sharp cut-off; inactive means mostly below about 7.6%;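 further: 0% = cells with vehicle only and 100% = reference agonist; strong numbers were not always called active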
Target sequence (P47898 whole entry, looked up): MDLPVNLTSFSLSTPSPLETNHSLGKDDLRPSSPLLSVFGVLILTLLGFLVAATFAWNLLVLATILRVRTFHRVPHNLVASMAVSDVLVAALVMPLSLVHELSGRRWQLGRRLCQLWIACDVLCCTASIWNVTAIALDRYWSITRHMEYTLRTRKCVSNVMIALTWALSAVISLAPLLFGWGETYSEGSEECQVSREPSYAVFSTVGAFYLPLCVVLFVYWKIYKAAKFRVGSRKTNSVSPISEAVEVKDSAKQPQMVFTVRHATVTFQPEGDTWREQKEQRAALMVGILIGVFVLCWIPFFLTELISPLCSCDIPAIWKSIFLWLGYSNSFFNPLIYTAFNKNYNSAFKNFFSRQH
RTF Ca sens act = cardiac RTF calcium sensitivity activators, primary screen, biochemical, IANBD-TnC fluorescence, EC20 calcium | hit rate 0.24% among 340,000 | activation, % at 7.2 µM | Troponin I, cardiac muscle (Homo sapiens) + Troponin T, cardiac muscle (Homo sapiens) + … | IANBD-labeled TnC RTF fluorescence at EC20 calcium; 0% EC20 calcium, 100% full calcium;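 active means activation above the mean over all tested compounds plus 3 SD, cut at about 30% in these data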;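 further: rise in fluorescence read as greater calcium sensitivity of cardiac thin filaments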
Keap1 Nrf2 FP = Keap1-Nrf2 protein-protein interaction inhibitors, primary screen, biochemical, fluorescence polarization, single point | AID 504523, 2011 | inhibition, % at 9.4 µM | Keap1 Kelch-Nrf2 peptide fluorescence polarization, 1536-well | hit rate 0.15% among 340,000; in the data active means inhibition above about 12%;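 further: human Keap1 Kelch domain with fluorescein labeled Nrf2 9mer peptide probe; 0% = neutral control wells and 100% = peptide positive control; higher means more block of Keap1 binding to Nrf2 peptide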
Target sequence (Q14145 whole entry, looked up, the tested form may be a part): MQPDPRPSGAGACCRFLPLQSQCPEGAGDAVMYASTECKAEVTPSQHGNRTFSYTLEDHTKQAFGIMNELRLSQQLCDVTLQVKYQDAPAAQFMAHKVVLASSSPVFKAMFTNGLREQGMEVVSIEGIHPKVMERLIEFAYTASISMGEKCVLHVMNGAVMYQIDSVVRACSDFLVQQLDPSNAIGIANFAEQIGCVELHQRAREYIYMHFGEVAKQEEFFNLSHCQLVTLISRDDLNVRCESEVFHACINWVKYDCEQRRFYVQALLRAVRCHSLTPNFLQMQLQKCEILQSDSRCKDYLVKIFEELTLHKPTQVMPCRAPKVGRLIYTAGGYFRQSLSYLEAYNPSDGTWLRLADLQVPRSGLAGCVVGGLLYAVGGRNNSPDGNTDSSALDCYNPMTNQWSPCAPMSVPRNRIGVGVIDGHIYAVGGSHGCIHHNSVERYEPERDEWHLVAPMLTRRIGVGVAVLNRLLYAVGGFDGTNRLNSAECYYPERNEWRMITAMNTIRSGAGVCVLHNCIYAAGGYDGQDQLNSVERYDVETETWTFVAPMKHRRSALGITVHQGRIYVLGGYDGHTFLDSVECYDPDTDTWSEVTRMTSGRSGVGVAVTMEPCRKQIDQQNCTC
C-LANA FP = inhibitors of KSHV C-LANA binding to DNA, primary screen, biochemical, fluorescence polarization, FAM-LBS DNA, MBP-C-LANA, single point; hit rate 0.078% among 340,000; inhibition, % at 9 µM; Kaposi's sarcoma herpesvirus LANA C-terminal domain (residues 932-1162) DNA binding;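 active means highest replicate inhibition at or above 60% at 9 µM, even if other replicates fall short; inactive means all replicates below 60% inhibition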;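 further: 0% = neutral control wells and 100% = 4 µM acridine orange control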
Cardiac RTF inh = cardiac RTF calcium sensitivity inhibitors, primary screen, biochemical, IANBD-TnC fluorescence, EC70 calcium; Troponin I, cardiac muscle (Homo sapiens) + Troponin T, cardiac muscle (Homo sapiens) + …; IANBD-labeled cardiac RTF, Ca2+ fluorescence; inhibition, % at 7.15 µM; hit rate 0.12% among 340,000; AID 493244, 2011;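 active means inhibition above the mean inhibition of all tested compounds plus 3 SD, cut at about 17% in these data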;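 further: assay run at fixed EC70 calcium of 1.6 mM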
OPRM1-OPRD1 ag = agonists of OPRM1-OPRD1 heterodimerization, primary screen, cell-based, luminescence; Mu-type opioid receptor (Homo sapiens) + Delta-type opioid receptor (Homo sapiens), …; cells; activation, % at 9.3 µM; hit rate 0.3% among 340,000; AID 504326, 2011; in the data active means activation above about 18%;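 further: 0% = vehicle-treated cells and 100% = reference agonist; values of inactives mirror those of a sister screen read the other way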
V-ATPase pHluor = regulators of yeast V-ATPase proton pumping, primary screen, pHLuorin cytosolic pH fluorescence | AID 504577, 2011 | response, % at 10 µM | S. cerevisiae | hit rate 0.37% among 350,000; in the data active means response mostly above about 7.3%, no sharp cut-off; inactive means mostly below about 5.4%; further: actives read high; inactives centre near 0; some compounds called inactive have numbers as strong as hits; reference of the scale not given here
CAL-PDZ inh HTS = untagged CAL PDZ binding inhibitors, primary screen, biochemical, fluorescence polarization, HTS. Golgi-associated PDZ and coiled-coil motif-containing protein (Homo sapiens), Q9HD26. purified CAL PDZ, TMR-peptide fluorescence polarization, 1 h. inhibition, % at 24.9 µM. hit rate 0.92% among 300,000. AID 602252, 2012;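 active means mean inhibition of at least 30% with at least half of replicates also reaching 30%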;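 further: 0% = DMSO neutral control and 100% = excess unlabeled competitor peptide PRC23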
HTR5A inv ag = HTR5A inverse agonists in luminescence cell assay, primary screen, counter-screen for OPRM1-OPRD1 heterodimer inverse agonist project, full-deck HTS; 5-hydroxytryptamine receptor 5A (Homo sapiens), P47898; HTR5A cell line, inverse agonism; inhibition, % at 9.3 µM; hit rate 0.083% among 340,000; in the data active means inhibition mostly above about 23%, no sharp cut-off; inactive means mostly below about 18%;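 further: 0% = cells with DMSO and 100% = no-cell wells with DMSO; some compounds called inactive have numbers as strong as hits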
* hit, by the source's call; . = no result given. An unsorted share of the library; any-hit rate near 2.8%.

Compound	MOR-DOR inv ag	HTR5A ag	RTF Ca sens act	Keap1 Nrf2 FP	C-LANA FP	Cardiac RTF inh	OPRM1-OPRD1 ag	V-ATPase pHluor	CAL-PDZ inh HTS	HTR5A inv ag
O=C(N/N=C/c1ccccn1)c1ccc(NC(=O)c2ccc(F)cc2)cc1	-80	14*	-9	4	-0.9	-17	13	-1	0	-24
Cc1cc(=O)[nH]c(N/N=C/c2c(C)nn(-c3ccccc3)c2C)n1	8	4	2	-6	-0.2	-8	-1.6	-2	.	-11
O=C(/C=C/c1cn(-c2ccccc2)nc1-c1cccnc1)N1CCCC1	-11	3	5	-4	0.0	-4	2.0	3	.	-11
Oc1ccc2ccccc2c1C=Nc1ccccc1	7	-4	-2	-3	0.9	-5	-1.6	-1	-5	15
O=C(OCc1nc2ccccc2s1)C1CCN(C2=NS(=O)(=O)c3ccccc32)CC1	9	2	-3	-4	1.2	-4	-2.0	-3	-3	-7
CC1CCCC(NC(=O)CCn2c(=O)oc3ccccc32)C1C (stereo not drawn)	-15	1	1	-7	-0.5	-2	3.0	-2	.	-1
Cc1noc(C)c1C(=O)Nc1ccc(-c2nnc3n2CCCCC3)cc1	10	-1	-4	-3	1.9	-4	-2.6	2	3	3
CCC/C(=C1/C(=O)CC(C)(C)C(C(=O)OC)C1=O)N1CCCC1 (stereo not drawn)	9	0	1	-6	-1.2	-6	-2.2	0	-3	16
CN(CCC1CCOCC1)Cc1nc(Cc2ccccc2F)no1	0	4	1	1	-1.6	-12	-0.1	11*	0	-23
CC(NC(=O)Cc1ccc(S(=O)(=O)N2CCOCC2)s1)c1ccc(Br)cc1 (stereo not drawn)	16	1	-1	0	-2.0	-3	-4.3	-6	0	-10
COc1cccc(CNC(=O)C2CCCN(S(=O)(=O)c3c(C)n[nH]c3C)C2)c1 (stereo not drawn)	9	-1	5	-2	0.9	-6	-1.6	-1	.	5
CCOc1ccc(N2C(=O)CC(n3ccc(C)n3)C2=O)cc1 (stereo not drawn)	-13	-2	8	-4	0.9	-6	2.2	-3	1	4
Cc1ccc(NC(=O)COC(=O)C2CCC(=O)N2)c(S(=O)(=O)N2CCOCC2)c1 (stereo not drawn)	8	6	0	-6	1.1	-2	-1.2	-3	-4	7
CCCC(=O)c1ccc(N2CCN(C(=O)c3cccs3)CC2)c(F)c1	0	4	4	-3	0.8	-10	0.0	1	0	-16
COC(=O)c1sc(N)c(C(=O)OC)c1COC(=O)[C@@H](NS(=O)(=O)c1cccc(Cl)c1)C(C)C	0	-3	3	-1	-0.6	-5	-0.1	1	-3	1
Cc1ccc(Oc2coc3cc(OC(=O)c4cccs4)ccc3c2=O)cc1	7	4	5	-6	11	-14	-1.4	0	-5	-16
CN(CC(=O)Nc1ccc(OC(F)(F)F)cc1)C(=O)/C=C/c1cc2c(cc1[N+](=O)[O-])OCO2	3	4	-6	1	0.3	-3	-0.8	-1	-6	-8
O=C(CCCn1c(=O)c2cccn2c2cccnc21)NCc1cccc(Br)c1	-9	3	-1	-4	-0.6	-12	1.8	0	-2	-13
CC(C)CNC(=O)COC(=O)c1n[nH]c2ccccc12	12	0	-2	0	3.6	-9	-2.6	0	61*	1
O=C(COC(=O)c1cccnc1Cl)Nc1cc(S(=O)(=O)N2CCCCC2)ccc1Cl	-1	3	-3	0	1.0	7	0.3	1	-5	-8
CC(=O)c1sc(NC(=O)C2CCN(c3ncnc4sc(C)c(C)c34)CC2)nc1-c1ccccc1	13	-4	4	-3	-2.7	-16	-2.0	5	-2	19
Fc1ccc(Nc2nc(-c3ccncc3)nc3ccccc23)cc1F	-11	0	-4	0	0.0	1	1.5	0	-2	1
C=CCN(c1ccccc1Cl)S(=O)(=O)c1cc(C(=O)N2CCCC2)ccc1Cl	19	-1	-8	2	-0.3	-2	-3.9	-2	1	3
Cc1[nH]c2ccccc2c(=O)c1SC(F)(F)C(F)C(F)(F)F (stereo not drawn)	0	2	1	-7	-0.8	-6	0.0	0	-3	2
Cc1cc(=O)oc(C)c1C(=O)NCc1ccccn1	4	2	-5	2	-0.1	-5	-0.8	-7	-4	-19
Cc1ccccc1-n1c2nc(=O)n(C)c(=O)c-2cc2ccccc21	5	1	0	4	3.5	-1	-0.9	-2	-1	0
COc1ccccc1CNC(=O)C1CCN(S(=O)(=O)c2ccc(-n3cnnn3)cc2)CC1	-1	-2	-6	0	-0.6	6	0.1	1	4	4
COc1ccc(C2=NN(S(=O)(=O)c3ccccc3)C(c3ccccc3)C2)cc1 (stereo not drawn)	11	2	0	-1	-2.2	-6	-2.1	2	1	-4
CC[C@]12c3[nH]c4cc(-c5ccco5)ccc4c3CCN1C(=O)[C@@H](CC(=O)NCC13CC4CC(CC(C4)C1)C3)C[C@@H]2C(=O)N1CCN(C(=O)C2CC2)CC1	5	5	-8	-7	1.2	-2	-1.0	-1	8	-16
O=C(Nc1nc(-c2ccc3c(c2)OCCO3)cs1)c1ccc(S(=O)(=O)N2CCCCC2)cc1	15	-6	-2	-4	1.1	0	-3.3	-1	0	-13
CCc1nnc(NC(=O)CN2CCOCC2)s1	-15	-1	5	2	-0.6	2	2.5	-3	-3	2
COc1ccc(C(C(=O)OC(C)CN(C)C)c2ccccc2)cc1 (stereo not drawn)	4	9	-1	2	0.9	-3	-1.0	2	-1	1
COCC(=O)N1CCN(c2cccc(Cl)c2)CC1	-5	-4	4	-1	-2.9	-17	1.1	7	-1	11
CC(OC(=O)c1ccc(S(=O)(=O)N2CCCCC2)cc1)C(=O)Nc1ccc(C(N)=O)cc1 (stereo not drawn)	9	5	-4	-3	-0.1	-3	-2.2	-2	-6	1
CN(Cc1ccccc1)C(=O)COC(=O)c1ccc(S(=O)(=O)N(C)C)cc1	9	-1	9	-8	1.6	-25	-1.5	-2	-3	3
Cc1ccoc1C(=O)N1CCCC(CO)(Cc2ccc(F)cc2)C1 (stereo not drawn)	14	-1	-2	0	-1.4	-8	-2.5	-2	-4	2
C=CCn1c(SCC(=O)Nc2nc3ccccc3s2)nnc1-c1ccccc1O	-1	-2	-4	0	-0.2	-6	0.2	-2	-4	5
COc1cccc(/C=C2\SC(=O)N(CCC(=O)N3CCC(C(=O)O)CC3)C2=O)c1	17	-4	-3	2	-2.0	-9	-3.4	2	-5	16
O=[N+]([O-])c1ccc2nc(-[n+]3c(-c4ccccc4)cc(-c4ccccc4)cc3-c3ccccc3)[nH]c2c1	-3	-6	0	2	2.3	3	0.4	0	-4	17
Cc1cn2nc(N)c3ccccc3c2n1	-10	2	10	0	-1.6	5	1.7	3	0	-21
CCOc1ccc(C2C([N+](=O)[O-])=C(C)N(C)C(=O)N2C)cc1OC (stereo not drawn)	10	-4	4	-1	-0.8	0	-1.8	2	4	10
O=C(NCC1CCCO1)c1ccc(-c2cccc(C(F)(F)F)c2)o1 (stereo not drawn)	10	3	6	2	0.7	0	-1.8	-3	-4	-1
Cc1ccc(S(=O)(=O)Cc2ccc([N+](=O)[O-])cc2)cc1	15	-3	-1	-2	-3.5	-8	-3.1	0	9	10
CCCCN(CC)S(=O)(=O)c1ccc(C(=O)Nc2nnc(CSC)o2)cc1	-2	-3	3	5	2.1	-4	0.3	8	-6	-14
Cc1ccc(-n2nc3c(c2NC(=O)c2ccc4c(c2)OCO4)CS(=O)(=O)C3)cc1C	5	4	1	-5	-2.4	-5	-1.4	0	0	3
COc1ccc(C(=O)O/N=C(\N)c2ccccn2)cc1	1	-1	0	2	0.5	11	-0.2	0	-6	2
CCOc1cccc2sc(N(CCCN(C)C)C(=O)c3ccc(S(=O)(=O)N(C)Cc4ccccc4)cc3)nc12	-19	4	-3	2	-0.9	-3	5.9	-1	-1	-6
CCOc1ccc(N(Cc2ccc(C(=O)O)cc2)S(=O)(=O)c2ccc(C)cc2)cc1	11	-3	0	4	-0.4	-10	-2.2	0	.	-57
C/C(CC(=O)Nc1cc(C)ccn1)=N\NC(=O)C(=O)NC(C)C	.	.	.	-6	-1.2	.	.	1	5	.
COc1ccccc1N1CCN(C(=O)CSc2nnnn2C2CC2)CC1	16	1	3	-4	2.3	0	-3.2	12	.	-36

Other results
Compound	MOR-DOR inv ag	HTR5A ag	RTF Ca sens act	Keap1 Nrf2 FP	C-LANA FP	Cardiac RTF inh	OPRM1-OPRD1 ag	V-ATPase pHluor	CAL-PDZ inh HTS	HTR5A inv ag
CCOc1ccc(/C(O)=C2/C(=O)C(=O)N(c3ncccn3)C2c2ccccc2)cc1 (stereo not drawn)	2	-6	-2	-1	0.0	1	-0.2	1	-2	17
NC(=O)CSc1nc2ccccc2c(=O)n1-c1ccccc1	11	3	1	-3	-1.2	-8	-1.9	3	3	7
COc1ccccc1OCC(=O)Nc1cccc(S(=O)(=O)NC2=NCCCCC2)c1	-2	0	-8	3	-0.7	4	0.3	0	-3	0
CSc1cnnc2ccccc12	18	1	4	-1	1.7	6	-3.6	-6	-2	-2
CCN(c1ccccc1)S(=O)(=O)c1ccc(C(=O)NCC(c2cccs2)N(C)C)cc1 (stereo not drawn)	6	-2	1	-1	0.1	-3	-1.2	1	-4	6
CN(CC(=O)Nn1cnnc1)S(=O)(=O)c1ccc(Br)cc1	9	1	-7	-2	-0.3	10	-1.7	2	0	-14
O=C(CSc1nc2ccccc2[nH]1)Nc1c(F)c(F)c(F)c(F)c1F	-2	-3	0	0	-1.4	-15	0.4	4	1	9
COc1ccccc1N1CCN(C(=O)c2ccc(COc3cccc4c3OC(C)(C)C4)cc2)CC1	-7	6	-18	-5	0.8	-6	1.0	5	-2	-4
COC(=O)c1ccc2c(=O)n(-c3ccccc3)c(SCN3C(=O)c4ccccc4C3=O)nc2c1	14	-1	-7	-6	-0.9	-18	-2.3	3	0	-5
Cc1nnc(NC(=O)CCN2C(=O)/C(=C\c3ccccc3)SC2=S)s1	1	0	-4	-2	1.0	2	-0.2	-3	1	0
Cc1cc(NC(=O)C2CC(=O)N(c3cccc(Cl)c3)C2)no1 (stereo not drawn)	12	-2	1	-2	-0.1	6	-2.1	-1	-4	6
Fc1cc(Cl)ccc1NC1=NCCCCC1	13	-5	4	-2	-1.0	-14	-2.9	3	-5	19
